# sdo1 growth = sdo1-depleted yeast growth rescue; z-score at 10 µM; S. cerevisiae sdo1-depleted JHY4D growth rescue, OD600 30 h; stronger effect = higher value; pdr5 snq2 efflux-pump mutant strain; hit rate 0.21% among 140,000;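 active = z-score above 3 at both the 24 hr and the 30 hr optical density reads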;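 also: z-score against mean and SD of all compound wells on the same plate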
# INS promoter inh = TRM-6 insulin promoter activity inhibition; TRM-6 cells (human fetal islet line), insulin promoter-eGFP reporter, imaging; reporter expression induced with tamoxifen; inhibition, % at 2 µM; hit rate 0.9% among 130,000;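 active = inhibition above the mean plus 3 SD, with well images judged a real hit on visual review, cut at about 60% in these data, passing the limit was not always enough; inconclusive = inhibition over the cutoff but images rejected on review; inactive = inhibition not above the cutoff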
# sdo1 growth Rescue 24 h = second read-out of sdo1 growth, no call of its own (marks repeat the call); z-score; S. cerevisiae sdo1-depleted JHY4D growth rescue, OD600; measured here: growth rescue at 24 h;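 0 is the plate mean of compound wells and units are plate SD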
# Starred values were filed as active, the others as inactive; ? = inconclusive; · = no result given.
item | sdo1 growth | sdo1 growth Rescue 24 h | INS promoter inh | molecule
1 | -0.11 | -0.23 | -60 | CCN(C(=O)COC(=O)c1cc(-c2cccc3ccccc23)nc2ccccc12)C1CCS(=O)(=O)C1 (stereo not given)
2 | -0.95 | -0.64 | · | CCOc1ccc(C2CC(c3ccccc3C)n3ncnc3N2)cc1 (stereo not given)
3 | -1.5 | -1.3 | -31 | CCC(=O)Nc1c(C(=O)Nc2cccc(OC)c2)oc2ccccc12
4 | -2.2 | -2.1 | 34 | Cc1ccc(Nc2nc3ccccc3s2)c(C)c1
5 | 1.9 | 2.1 | · | COc1cccc(N2CC(C(=O)Nc3nnc(SCc4cccnc4)s3)CC2=O)c1 (stereo not given)
6 | 0.09 | -0.63 | 28 | O=C(c1ccco1)N1CCN(/C(=N/S(=O)(=O)c2cccs2)c2ccccc2Cl)CC1
7 | -1.6 | -0.51 | -28 | Cc1nc(SCC(=O)N2CCN(c3ccccc3)CC2)c2oc3ccccc3c2n1
8 | -1.7 | -1.2 | -19 | COc1nnc(-c2ccc(N3CCOCC3)c(NC(=O)c3ccccc3)c2)c2ccccc12
9 | -1.3 | -0.02 | 2 | Cc1oc(-c2cccc(Cl)c2)nc1CSc1nc2c(c(=O)[nH]1)CCC2
10 | 0.36 | 0.43 | 30 | COC(=O)CN(c1ccccc1F)S(=O)(=O)c1ccccc1
11 | -0.57 | -0.89 | -26 | CCSc1nnc(NC(=O)c2cc(C)nc3ccccc23)s1
12 | · | · | -132 | Cc1ccc2nc(-c3cccnc3)c(Nc3ccccc3C)n2c1
13 | 0.1 | 1.7 | -16 | CCn1c(SCC(=O)N2CCCc3ccccc32)nc2c1c(=O)n(C)c(=O)n2C
14 | -1.2 | -0.86 | · | Cc1ccccc1NS(=O)(=O)c1cc(C(=O)N2CCc3ccccc3C2)ccc1C
15 | -0.59 | -0.47 | · | O=C(OCC(=O)N1CCCc2ccccc21)c1cccc(S(=O)(=O)N2CCc3ccccc32)c1
16 | · | · | -75 | CCN(C(=O)CSc1nnc(NCc2ccccc2)s1)C1CCS(=O)(=O)C1 (stereo not given)
17 | 1.3 | 0.58 | -4 | CCCc1cc(=O)[nH]c(-n2[nH]c3c(c2=O)CCCC3)n1
18 | -0.47 | -0.02 | 47 | Cc1nn(C(C)(C)C)c(OC(=O)c2ccc(Br)o2)c1Sc1ccccc1
19 | -0.08 | -0.66 | · | CCOc1ncccc1C(=O)OCC(=O)Nc1cc(S(=O)(=O)N2CCOCC2)ccc1Cl
20 | 0.16 | -0.07 | -37 | COc1cc(CCN2C(=O)c3cccc4cccc(c34)C2=O)c(S(=O)(=O)N2CCCCCC2)cc1OC
21 | 2.4 | 3.4 | 21 | CCC1(C)Cc2c(sc(NC(=O)CCC(=O)O)c2C#N)CO1 (stereo not given)
22 | 0.66 | 0.65 | · | CCOc1ccc(C(C)=O)cc1CSc1nnc(-c2ccoc2C)n1N
23 | 0.53 | 0.46 | ? | CCOC(=O)c1ccc(NC(=O)CSc2nc3cccnc3n2C)cc1
24 | -0.45 | -0.54 | 41 | CC(C)CN(C(=O)c1ccc(=O)n(C)n1)c1nc2ccccc2s1

# One compound at a time, as listed above. Screens in order: sdo1 growth	sdo1 growth Rescue 24 h	INS promoter inh
# CCN(C(=O)COC(=O)c1cc(-c2cccc3ccccc23)nc2ccccc12)C1CCS(=O)(=O)C1 (stereo not given) is listed with -0.11	-0.23	-60
# CCC1(C)Cc2c(sc(NC(=O)CCC(=O)O)c2C#N)CO1 (stereo not given) is listed with 2.4	3.4	21
# CCOC(=O)c1ccc(NC(=O)CSc2nc3cccnc3n2C)cc1 is listed with 0.53	0.46	?
# Cc1ccc(Nc2nc3ccccc3s2)c(C)c1 is listed with -2.2	-2.1	34
# Cc1nc(SCC(=O)N2CCN(c3ccccc3)CC2)c2oc3ccccc3c2n1 is listed with -1.6	-0.51	-28

# (list continues)
item | sdo1 growth | sdo1 growth Rescue 24 h | INS promoter inh | molecule
25 | -1.6 | -0.4 | 29 | COc1ccc(-c2cn(-c3ccc(C)cc3)c(=O)n2CC(=O)Nc2ccc(OC)c(OC)c2)cc1
26 | 0.46 | 0.1 | · | O=C(O)c1cccc(CN2C(=O)CSC2=O)c1
27 | 1.2 | 0.48 | 12 | CCOC(=O)C1=NN(C(=O)Nc2cccc(C(F)(F)F)c2)C2C(=O)N(c3cccc(C(F)(F)F)c3)C(=O)C12 (stereo not given)
28 | -0.81 | -0.29 | 26 | CCSc1nnc2n(-c3ccc(OC)cc3)c(=O)c3c4c(sc3n12)CCCC4
29 | -0.56 | -0.52 | -57 | O=C(/C=C/c1ccc(O)cc1)c1ccc(O)cc1O
30 | -0.33 | -0.1 | · | O=C1/C(=C\Nc2ccc(OC(F)(F)F)cc2)CCN1c1ncccn1
31 | · | · | 23 | O=C(NC1CCS(=O)(=O)C1)c1sc2ccccc2c1Cl (stereo not given)
32 | -1.3 | -1.5 | · | CCOC(=O)C1CCCN(S(=O)(=O)c2cc(Br)cc3c2N(C(=O)C2CC2)CC3)C1 (stereo not given)
33 | · | · | -5 | COCCNC(=O)CCc1nnc(C2(c3ccc(Cl)cc3)CCC2)o1
34 | 0.75 | 1.9 | · | O=C(OC1CCOC1=O)c1ccc(-c2nc3ccccc3s2)s1 (stereo not given)
35 | 1 | 0.73 | · | COCCCNC(=O)Cn1cc2c(n1)CCCCC2
36 | 0.1 | -1 | · | COc1cc(CNCCN2CCOCC2)ccc1OCc1cccc(Cl)c1
37 | 0.43 | 0 | 28 | COc1ccc(/C=N/NC(=O)c2nc(-c3ccccc3)n(-c3ccccc3)n2)c(O)c1
38 | 0.47 | -0.49 | -18 | Brc1ccc(-c2cnc3n2CCCC3)cc1
39 | -0.85 | -1.1 | · | COc1ccccc1NS(=O)(=O)c1ccc(NN=C2CCCC2)c([N+](=O)[O-])c1
40 | · | · | -7 | CCn1cc(C(=O)N2CCN(c3ccccn3)CC2)c(=O)c2cc(S(=O)(=O)N(C)C3CCCCC3)ccc21
41 | -0.07 | -0.04 | · | CCCCN1CCCCC1C(=O)Nc1c(C)cc(C)cc1C (stereo not given)
42 | -0.32 | -0.76 | 0 | O=C(NCCc1ccccc1)c1c(O)c2cccc3c2n(c1=O)CC3
43 | -0.08 | 0.89 | -10 | Cc1ccc(-c2nnc(SCC(=O)Nc3ccc(N4CCOCC4)cc3)o2)cc1
44 | 0.08 | 0.02 | -4 | CCOC(=O)c1ccc(N2Cc3ccccc3C2=N)cc1
45 | 0.45 | 0.02 | 29 | O=C(NNC(=S)NC(=O)c1cccs1)c1ccc(NC(=O)c2ccccc2)cc1
46 | 0.22 | 0.68 | 29 | COc1ccc(S(=O)(=O)Nc2c(C(=O)O)[nH]c3ccccc23)cc1OC
47 | -0.2 | -0.81 | -7 | COc1cc(NC(=O)Cc2nn(C)c(=O)c3ccccc23)cc(OC)c1OC
48 | -0.33 | -0.96 | -70 | COC(=O)Cc1ccc2c3ccccc3n(C)c2c1

# Quoted at random: 5 records from the list.
item | sdo1 growth | sdo1 growth Rescue 24 h | INS promoter inh | molecule
38 | 0.47 | -0.49 | -18 | Brc1ccc(-c2cnc3n2CCCC3)cc1
43 | -0.08 | 0.89 | -10 | Cc1ccc(-c2nnc(SCC(=O)Nc3ccc(N4CCOCC4)cc3)o2)cc1
41 | -0.07 | -0.04 | · | CCCCN1CCCCC1C(=O)Nc1c(C)cc(C)cc1C (stereo not given)
46 | 0.22 | 0.68 | 29 | COc1ccc(S(=O)(=O)Nc2c(C(=O)O)[nH]c3ccccc23)cc1OC
47 | -0.2 | -0.81 | -7 | COc1cc(NC(=O)Cc2nn(C)c(=O)c3ccccc23)cc(OC)c1OC

# The listing picks up with the 3 entries that preceded the break.
item | sdo1 growth | sdo1 growth Rescue 24 h | INS promoter inh | molecule
46 | 0.22 | 0.68 | 29 | COc1ccc(S(=O)(=O)Nc2c(C(=O)O)[nH]c3ccccc23)cc1OC
47 | -0.2 | -0.81 | -7 | COc1cc(NC(=O)Cc2nn(C)c(=O)c3ccccc23)cc(OC)c1OC
48 | -0.33 | -0.96 | -70 | COC(=O)Cc1ccc2c3ccccc3n(C)c2c1
49 | · | · | 24 | CCOc1ccc2nc(NCCNC(=S)NCCCN(C)C)c(C#N)cc2c1
50 | · | · | 27 | COc1cccc(NC(=O)Cn2c(=O)n(CCC(=O)NCc3ccco3)c(=O)c3ccccc32)c1
51 | 0.81 | -1.4 | 0 | COc1ccc(NC(=O)N(CCCN(C)C)Cc2cc3cc(OC)ccc3[nH]c2=O)cc1
52 | -2.2 | -1.6 | -68 | O=S(=O)(NC1CCCCCC1)c1ccc(Br)s1
53 | · | · | 7 | COc1ccc(CNC(=O)C(c2ccco2)N(C(=O)c2ccccn2)c2ccccc2)cc1 (stereo not given)
54 | · | · | -100 | O=C(Nc1nc(-c2cccc3ccccc23)cs1)c1ccc2c(c1)S(=O)(=O)c1ccccc1C2=O
55 | -0.31 | -0.21 | · | O=C(NCCc1ccccc1)C1CCN(S(=O)(=O)c2cccs2)CC1
56 | -1 | -0.39 | -9 | CCC(=O)N(Cc1ccc(C)cc1)Cc1cc2cc3c(cc2[nH]c1=O)OCO3
57 | -1.5 | -1.2 | -31 | CC(C)(C)CC(C)(C)NCC(O)COCCOc1ccc(Br)cc1 (stereo not given)
58 | 1.3 | 2.3 | -8 | CCOc1ccc(NC(=O)CCN2CCN(S(=O)(=O)c3ccc(OC)cc3)CC2)cc1
59 | 0.42 | -0.19 | -26 | O=C1CN=C(Nc2ccccc2Cl)N1c1ccccc1
60 | -1.3 | -0.9 | · | Fc1ccc(N2N=C(c3cccs3)CC2c2ccco2)c(F)c1 (stereo not given)

# Among those listed so far, 2 contain a tert-butyl group:
item | sdo1 growth | sdo1 growth Rescue 24 h | INS promoter inh | molecule
18 | -0.47 | -0.02 | 47 | Cc1nn(C(C)(C)C)c(OC(=O)c2ccc(Br)o2)c1Sc1ccccc1
57 | -1.5 | -1.2 | -31 | CC(C)(C)CC(C)(C)NCC(O)COCCOc1ccc(Br)cc1 (stereo not given)

# Other structures.
item | sdo1 growth | sdo1 growth Rescue 24 h | INS promoter inh | molecule
61 | -0.19 | 0.09 | -23 | O=C(c1ccc2c(c1)OCO2)N(CC1CCCO1)C1(C(=O)NC2CCCCC2)CCCCC1 (stereo not given)
62 | -0.43 | -0.55 | -28 | CCOC(=O)N1CCN(C(=O)CN(C2CCCCC2)S(=O)(=O)c2ccc(Cl)cc2)CC1
63 | -1.9 | -1.3 | · | Cc1ccc(OCCn2c(C3CC(=O)N(Cc4ccccc4)C3)nc3ccccc32)cc1 (stereo not given)
64 | 0.34 | -0.12 | -19 | Cc1cccc(C(C)C)c1NC(=O)CSc1nncn1C
65 | 0.37 | 0.27 | 0 | Cc1cccc(OCc2nnc(SCC(=O)N3c4ccccc4Sc4ccc(Cl)cc43)o2)c1
66 | -0.71 | -1 | 7 | CC1Cc2ccccc2N1C(=O)c1ccc2snnc2c1 (stereo not given)
67 | 0.43 | 0.22 | · | Cc1ccc(S(=O)(=O)Cc2ccc(C(=O)N3CCN(c4ccccn4)CC3)o2)cc1
68 | -1.4 | -1 | 28 | Cc1ccsc1C(=O)N(c1nc2ccccc2s1)c1c(C)cccc1C
69 | -3.2 | -2.4 | · | O=Nc1c2nc3ccccc3n(O)c-2c2ccccc12
70 | 1.5 | 1.2 | · | CC1CCCCN1S(=O)(=O)c1coc(C(N)=O)c1 (stereo not given)
71 | -1.8 | -1.5 | 7 | c1ccc(CC2CCN(c3nc4ccccc4n4cnnc34)CC2)cc1
72 | 0 | 0.01 | · | COc1ccc(-c2[nH]ncc2-c2csc(C)n2)c(O)c1
73 | -0.05 | -0.69 | 44 | S=c1[nH]nc(-c2ccccc2Cl)n1CC1CCCO1 (stereo not given)
74 | -0.01 | -0.23 | -100 | CCOc1ccc(NC(=O)CCN2CCN(c3ccccc3)CC2)cc1
75 | 0.8 | 0.79 | -3 | CCOC(=O)c1ccc(NC(=O)CSc2nnc(C)n2-c2ccccc2)cc1
76 | 0.55 | 0.84 | · | COC(=O)C1=C(C)NC(C)=C(C(=O)OC)C1c1cc2ccc(C)cc2[nH]c1=O
77 | 0.54 | 0.19 | 0 | COc1cc(CCC(=O)Nc2cccc(S(=O)(=O)N(C)C)c2)cc(OC)c1OC
78 | 0.53 | 0.63 | · | O=C(CSc1ncc(-c2ccc(F)cc2)[nH]1)NCc1ccco1
79 | · | · | 0 | CC1CC1C(=O)OCC(=O)c1c(N)n(C)c(=O)n(C)c1=O (stereo not given)
80 | · | · | -33 | COc1ccc(CNC(=O)C(=O)NCCCn2ccnc2)cc1
81 | -0.41 | -0.6 | 17 | Cc1cc(C)nc(SCCN2CCOCC2)n1
82 | -1.9 | -0.18 | -6 | O=[N+]([O-])c1cccnc1N1CCC(c2cc(-c3ccc(Cl)cc3)n[nH]2)CC1
83 | 0.24 | 0.03 | · | Nn1c(Cc2ccccc2F)nnc1SCn1nnc2ccccc2c1=O
84 | 0.12 | -1.3 | 59 | CCOc1nc(NC(=O)NS(=O)(=O)c2cccc(Cl)c2)nc(-c2ccccc2)n1
85 | -1.5 | -0.62 | -57 | Cc1cc(NC2CCCCC2)nc(NCc2ccccc2)n1
86 | 0.2 | -0.52 | · | CCOC(=O)CN(C(=O)CSc1nnc(CNc2ccc(C)cc2C)n1CC)c1ccccc1
87 | -0.77 | -0.39 | · | COC(=O)C1=C(C)NC(=O)/C1=C\c1cc(C)n(-c2cccc(C)c2)c1C

# Screening data: PubChem BioAssay, several laboratories
